Screening results: PubChem, several laboratories
DUSP3 inh – blocks human VHR1 dual specificity phosphatase. P51452. recombinant VHR phosphatase, pNPP absorbance. inhibition, % at 13.3 µM. 290,000 tested, 0.52% active. AID 1654; in the data active = inhibition above about 50%; also: some compounds called inactive have numbers as strong as hits
Target sequence (P51452 whole entry, looked up): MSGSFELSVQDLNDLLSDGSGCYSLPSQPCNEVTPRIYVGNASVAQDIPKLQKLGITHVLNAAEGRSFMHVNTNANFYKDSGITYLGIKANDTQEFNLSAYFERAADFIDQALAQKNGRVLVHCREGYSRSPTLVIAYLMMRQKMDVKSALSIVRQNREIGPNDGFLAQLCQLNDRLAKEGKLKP
SARS 3CLpro inh – SARS-CoV 3CLpro protease inhibition. inhibition, % at 6 µM. recombinant SARS-CoV 3CLpro, quenched FRET peptide cleavage. 290,000 tested, 0.14% active; in the data active = inhibition above about 12%
BoNT-A LC inh2 – BoNT A light chain protease inhibition; multiplex microsphere protease substrate cleavage, flow cytometry; 360,000 tested, 0.17% active; AID 588499; inhibition, % at 10 µM; also: plate controls were buffer without enzyme for full effect and enzyme alone for no effect
PriA SSB inh – blocks PriA binding to SSB C-terminal tail; inhibition, % at 33 µM; AID 1272365; AlphaScreen SSBct-PriA binding, biotinylated peptide; 430,000 tested, 0.6% active; in the data active = inhibition mostly above about 37%, no sharp cut-off; inactive = mostly below about 20%;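 also: plate controls were negative control peptide for no effect and reference peptide for full effect; strong numbers were not always called active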
BH1578 lux ind – quorum light induction in luxS cqsA deficient V. cholerae. V. cholerae BH1578 lux reporter, luminescence, 6 h. AID 588436. activation, % at 18.7 µM. 350,000 tested, 0.16% active; in the data active = activation mostly above about 9.7%, no sharp cut-off; also: not every result past the cut was called active; inactives centre near 0; reference of the scale not given here
Y pestis TopoI – inhibitors of Yersinia pestis topoisomerase I. 360,000 tested, 0.064% active. AID 504884. Y. pestis Topo-I cleavage product accumulation, plate reader. activity, % at 10 µM; in the data active = activity above about 50%, passing the limit was not always enough; also: inactives centre near 2
TcdB inh – TcdB glycohydrolase inhibition; 350,000 tested, 0.24% active; inhibition, % at 9.99 µM; TcdB glycohydrolase enzymatic assay, plate reader; AID 652162; in the data active = inhibition above about 10%
Anthrax LF inh2 – anthrax lethal factor protease inhibition. P15917. multiplex microsphere protease cleavage assay, LF. inhibition, % at 10 µM. 360,000 tested, 0.12% active; also: plate controls were buffer without enzyme for full effect and enzyme alone for no effect
Target sequence (P15917 whole entry, looked up): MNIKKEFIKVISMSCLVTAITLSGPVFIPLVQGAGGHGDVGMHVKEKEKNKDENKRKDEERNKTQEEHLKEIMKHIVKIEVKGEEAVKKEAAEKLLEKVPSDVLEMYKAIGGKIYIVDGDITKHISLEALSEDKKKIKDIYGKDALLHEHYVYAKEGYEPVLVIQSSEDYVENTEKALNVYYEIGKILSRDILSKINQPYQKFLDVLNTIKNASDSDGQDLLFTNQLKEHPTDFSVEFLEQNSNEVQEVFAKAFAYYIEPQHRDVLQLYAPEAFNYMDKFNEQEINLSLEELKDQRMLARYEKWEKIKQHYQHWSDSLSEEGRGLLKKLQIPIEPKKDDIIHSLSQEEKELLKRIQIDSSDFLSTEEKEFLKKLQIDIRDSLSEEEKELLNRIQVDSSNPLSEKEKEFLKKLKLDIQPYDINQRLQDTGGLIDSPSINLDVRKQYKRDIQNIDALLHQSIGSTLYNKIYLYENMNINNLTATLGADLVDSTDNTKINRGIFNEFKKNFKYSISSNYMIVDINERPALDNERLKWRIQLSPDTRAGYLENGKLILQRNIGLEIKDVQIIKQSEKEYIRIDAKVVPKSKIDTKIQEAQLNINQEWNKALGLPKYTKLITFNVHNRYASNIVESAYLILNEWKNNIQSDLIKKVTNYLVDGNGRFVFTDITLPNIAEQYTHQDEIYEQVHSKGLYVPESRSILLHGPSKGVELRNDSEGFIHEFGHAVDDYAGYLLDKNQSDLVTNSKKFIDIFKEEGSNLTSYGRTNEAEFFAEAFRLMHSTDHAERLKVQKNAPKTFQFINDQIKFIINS
PfHsp40 yeast – restores yeast growth despite PfHsp40 toxicity; AID 504582; 340,000 tested, 0.68% active; growth rescue, % at 12.5 µM; S. cerevisiae expressing PfHsp40, growth rescue, ATP luminescence; in the data active = growth rescue above about 28%, passing the limit was not always enough;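 also: yeast W303a lacking pdr1 and pdr3 grown in galactose medium; growth measured after three days at 30 °C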
CCHFV vOTU inh – CCHFV vOTU protease inhibition; inhibition, % at 11.5 µM; Pep-AMC fluorescence; 370,000 tested, 0.55% active; AID 651958; in the data active = inhibition above about 30%; also: 0% = vehicle wells with enzyme and 100% = no enzyme wells
The depositor's hits bear a star; i = inactive; nt = not tested or not shown; & = joins results of further samples. Rule as the data show it, unless noted: active = inhibition above about 30%; inconclusive = no clear call, values can overlap the other calls; inactive = below that. These rows are one share of the data; the hit share may differ from the screen's.

No. | SMILES | Y pestis TopoI | CCHFV vOTU inh | DUSP3 inh | SARS 3CLpro inh | BH1578 lux ind | PriA SSB inh | Anthrax LF inh2 | BoNT-A LC inh2 | PfHsp40 yeast | TcdB inh
1 | O=C(C[C@@H]1C/C=C\CC[C@H](Cc2ccc(F)cc2)C(=O)OC[C@@H]2CCCN2C1=O)NCCO | 21 | -5 | nt | nt | i | nt | 1 | 0.1 | -0.7 | 0.7
2 | Cc1ccc(N(C(=O)c2snc(C(N)=O)c2N)C(C(=O)NCc2ccccc2)c2ccncc2)c(C)c1 (stereo unspecified) | 11 | -17 | 15 | 3 | -0.4 | -12 | 0 | -2.6 | -0.5 | 1.0
3 | O=C1CCCCCCC(=O)[C@H](O)C[C@H](c2ccccc2)O1 | nt | -1 | nt | nt | nt | nt | 6 | 0.0 | nt | 1.1
4 | Cc1cc(NC(=O)COC(=O)C2CC(=O)N(c3ccccc3Cl)C2)no1 (stereo unspecified) | -1 | -2 | -14 | 6 | -0.5 | -1 | -1 | 2.6 | -0.3 | 0.9
5 | O=C(NCc1ccco1)c1c2c(nc3ccccc13)CCC2 | -6 | -3 | 18 | 1 | -9.8 | -14 | -3 | 1.8 | 0.5 | nt
6 | CCN(c1ccccc1)S(=O)(=O)c1ccc(NC(=O)c2nc(S(C)(=O)=O)ncc2Cl)cc1 | -2 | nt | 1 | 1 | -0.2 | -6 | 1 | 2.2 | 0.5 | nt
7 | CCOc1ccc2nc3c(cc2c1)CN(CCOC)C(=NCCOC)S3 | 16 | 5 | -6 | 3 | -0.6 | -8 | 16 | 15 | 0.1 | nt
8 | COc1cc(NC(=O)CSCc2ccc(Cl)cc2Cl)c(C(=O)O)cc1OC | 5 | -3 | 38 | 5 | 1.4 | -4 | 1 | -1.8 | -0.4 | 0.8
9 | CCOc1ccc(Oc2nc(C)cc(OC)n2)nn1 | 1 | 0 | -8 | 0 | -0.5 | -13 | 0 | 0.5 | 1.1 | 1.2
10 | COC(=O)C(Cc1ccc(O)cc1)NC(=O)C(C)Oc1ccccc1 (stereo unspecified) | -1 | -21 | -15 | 1 | i | -7 | -2 | 0.6 | -0.9 | 0.7
11 | CCc1cc2cc(C)c(C)cc2nc1SCC(=O)Nc1cc(C)on1 | 0 | 3 | -8 | 3 | -0.2 | -11 | -1 | -0.7 | -0.4 | -0.3
12 | CCOc1ccc(C(=O)COC(=O)CC)cc1 | -6 | -1 | 5 | 7 | 2.2 | -20 | 1 | 0.2 | -0.9 | nt
13 | COc1ccc(S(=O)(=O)N2CCCCC2)cc1NC(=O)C1CC(=O)N(c2ccc3c(c2)OCCO3)C1 (stereo unspecified) | 9 | -3 | nt | nt | -2.9 | -7 | 3 | -0.2 | -2.3 | 6.1
14 | O=C(CCCN1C(=O)S/C(=C\C=C\c2ccccc2)C1=O)Nc1ccc(C(=O)O)cc1 | 14 | 11 | 12 | 1 | 0.0 | 0 | -2 | 0.5 | 0.1 | 0.3
15 | NCCCCCCNS(=O)(=O)c1cccc2c(Cl)cccc12 | -4 | 4 | nt | nt | -3.8 | 0 | -5 | -0.2 | -0.2 | 0.9
16 | Cc1ccc(CN2CCNC(=O)C2CC(=O)N(C)Cc2cnccn2)cc1 (stereo unspecified) | 4 | 5 | 17 | 4 | -0.4 | 8 | 3 | 0.9 | 1.7 | 0.7
17 | COc1ccc(C)cc1S(=O)(=O)N(CC(=O)O)c1ccc(C)cc1 | -1 | -2 | 12 | 3 | nt | -2 | -5 | 2.3 | 14 | nt
18 | O=C(NCc1ccco1)c1ccc(-c2ccc(Cl)cc2)o1 | 5 | 5 | 16 | 3 | i | 3 | 7 | 1.0 | 0.2 | 0.6
19 | COc1cccc(NC(=O)C2CCN(S(=O)(=O)c3ccc4[nH]c(=O)oc4c3)CC2)c1 | -8 | 5 | 6 | 1 | -0.3 | -9 | -3 | 0.4 | -0.9 | 0.8
20 | CN(CC(=O)Nc1ccc(Cl)c(C(F)(F)F)c1)C(=O)C1CSC2(C)CCC(=O)N12 (stereo unspecified) | -10 | 0 | nt | nt | i | -3 | 6 | 1.2 | -1.1 | -2.3
21 | CCOC(=O)C1(C)CCN1C(=O)c1cccc(OC(F)(F)F)c1 (stereo unspecified) | 3 | -3 | nt | nt | -0.5 | nt | -3 | 0.6 | nt | 1.0
22 | COc1ccc(Nc2nnc(SC(C(=O)Nc3cc(C)ccc3C)c3ccccc3)s2)cc1 (stereo unspecified) | 0 | 8 | 30 | -1 | 0.6 | -19 | 0 | -0.2 | -1.5 | -5.1
23 | COc1ccccc1Nc1nc(NCCC(C)C)nc(N)c1[N+](=O)[O-] | 3 | -7 | 25 | 6 | i | -9 | 2 | -0.6 | nt | 1.4
24 | C/C(=N\NC(=O)COc1ccccc1F)c1cc2ccccc2o1 | 9 | 9 | 4 | -1 | i | nt | 1 | -0.7 | 0.3 | nt
25 | Cc1ccc(NC(=O)COC(=O)Cn2cnc3c2c(=O)n(C)c(=O)n3C)cc1F | -3 | 4 | nt | nt | -2.3 | 5 | 2 | 3.5 | -1.0 | 0.4
26 | Nc1nc(CSc2ncccn2)nc(Nc2ccccc2)n1 | 0 | -18 | 2 | -4 | -7.1 | -14 | -12 | 0.1 | 0.0 | nt
27 | C=CCN1c2ccccc2[C@]23C[C@@H](C(=O)OC)N(C(=O)NCCC)C2=NC(C(=O)OC)=C(C(=O)OC)[C@H]13 | 6 | 2 | 19 | nt | i | -2 | -4 | -0.1 | 0.3 | -0.5
28 | CC(=O)c1ccc(N=Nc2ccc(C)cc2)cc1 | 5 | -12 | 37 | 1 | -1.0 | 17 | -1 | 1.2 | 0.4 | -0.2
29 | C=CCN(c1ccc(C(=O)N2CCCC2)cc1)S(C)(=O)=O | 3 | -2 | -9 | -1 | i | -7 | -6 | -0.9 | -0.8 | nt
30 | c1ccc(CNc2ncnc3sc4c(c23)CCCC4)nc1 | 6 | -4 | 6 | 1 | i | -9 | -3 | -0.6 | 1.1 | 1.3
31 | O=C(Nc1ccc2c(c1)OCCO2)c1ccc(NC(=O)C2CCCO2)cc1 (stereo unspecified) | -7 | -10 | 24 | 0 | -3.8 | -3 | -2 | 1.0 | 1.0 | nt
32 | CCOc1ccc(NC(=O)Nc2cccc(C(=O)O)c2)cc1 | 1 | 14 | 24 | 3 | -0.1 | -13 | -4 | -0.2 | -2.5 | -1.0
33 | Cc1cccc(-c2nn(-c3ccccc3)cc2C(=O)N2CCN(C3CCS(=O)(=O)C3)CC2)c1 (stereo unspecified) | 21 | 10 | nt | nt | -0.4 | 7 | nt | nt | 0.3 | 0.8
34 | O=C(NCCc1ccccc1)C(=O)Nc1nccs1 | -6 | 1 | -9 | 7 | i | -11 | -2 | -0.7 | -0.2 | nt
35 | O=C(OCC(F)(F)F)c1cccc(COc2ccc3ccccc3c2)c1 | 10 | 19 | 16 | -3 | i | -92 | 0 | 0.5 | 1.8 | nt
36 | Cc1ccc(N=C2NC(=O)/C(=C/c3cccnc3)S2)c(C)c1 | 2 | 0 | -8 | 4 | 0.5 | -12 | 1 | -0.3 | -1.1 | 1.9
37 | O=[N+]([O-])c1ccc2oc(-c3ccccc3)nc2c1 | 3 | -2 | 1 | -1 | -0.4 | -10 | -3 | -0.1 | 0.6 | 5.4
38 | Cc1cn([C@H]2C=C[C@@H](CO)O2)c(=O)[nH]c1=O | 6&-3 | -10&-2 | -7&7 | 1&-4 | 4.2 | -2 | 0&-1 | -1.3&-0.4 | -1.0&-1.6 | 0.4&0.2
39 | CC12CCC3C(CCC4(O)CC(O)CCC34C=NO)C1(O)CCC2C1=COC(=O)C1 (stereo unspecified) | 4 | 26 | nt | nt | i | -20 | -3 | 0.2 | -0.3 | 1.0
40 | CC1(C)OC2OC(C(=O)N/N=C/c3ccccc3F)C3OC(C)(C)OC3C2O1 (stereo unspecified) | -7 | -3 | 13 | 1 | i | nt | -1 | -1.6 | 0.2 | 0.1
41 | O=C1N/C(=N/N=C/c2ccc(O)cc2)SC1Cc1ccccc1 (stereo unspecified) | 4 | -6 | 6 | 2 | i | nt | -4 | 0.6 | -0.7 | -0.7
42 | COc1cccc(NC(=O)CN(C)C(C)C(=O)NC(=O)NC2CCCCC2)c1 (stereo unspecified) | 13 | 17 | nt | nt | 2.1 | 4 | -1 | -2.2 | 0.2 | 0.9
43 | CN(CCOC(=O)c1ccc2c(c1)OCCO2)Cc1ccccc1 | 3 | -1 | -8 | -1 | 0.3 | 4 | -6 | -0.9 | -1.5 | nt
44 | CCOc1ccc(NCc2cccn2-c2nnc(N3CCC(C(=O)NCCCN4C(C)CCCC4C)CC3)s2)cc1 (stereo unspecified) | -10 | 1 | 47 | 3 | -0.5 | 31 | -6 | 0.5 | -0.1 | -1.9
45 | O=C(c1cccnc1)N(Cc1ccccc1)C(c1ccccc1)c1nc2ccccc2[nH]1 (stereo unspecified) | nt | 9 | nt | nt | nt | nt | -3 | -0.3 | nt | 0.2
46 | O=C(Oc1ccccc1OC(=O)N1CCOCC1)N1CCOCC1 | 4 | 7 | 6 | -7 | i | -9 | -5 | -0.8 | -1.9 | nt
47 | O=C(CSc1ncccc1-c1nc2ccccc2[nH]1)N1CCc2ccccc21 | 4 | -19 | -4 | 3 | i | -5 | 3 | 0.1 | -0.9 | 0.6
48 | CC(C)CCNC(=S)NC1CCCC1 | -6 | -9 | 31 | 5 | 2.0 | -7 | -3 | 3.5 | -1.3 | nt

Entries listed so far that contain a nitro group on carbon:
No. | SMILES | Y pestis TopoI | CCHFV vOTU inh | DUSP3 inh | SARS 3CLpro inh | BH1578 lux ind | PriA SSB inh | Anthrax LF inh2 | BoNT-A LC inh2 | PfHsp40 yeast | TcdB inh
23 | COc1ccccc1Nc1nc(NCCC(C)C)nc(N)c1[N+](=O)[O-] | 3 | -7 | 25 | 6 | i | -9 | 2 | -0.6 | nt | 1.4
37 | O=[N+]([O-])c1ccc2oc(-c3ccccc3)nc2c1 | 3 | -2 | 1 | -1 | -0.4 | -10 | -3 | -0.1 | 0.6 | 5.4

Going on with the list:
No. | SMILES | Y pestis TopoI | CCHFV vOTU inh | DUSP3 inh | SARS 3CLpro inh | BH1578 lux ind | PriA SSB inh | Anthrax LF inh2 | BoNT-A LC inh2 | PfHsp40 yeast | TcdB inh
49 | COc1cc(C)nc(OCCNC(=O)COc2ccc(Cl)cc2Cl)n1 | 15 | -1 | 16 | -3 | i | -7 | 1 | 0.1 | 2.3 | nt
50 | Cc1cccc(NC(=O)CCSc2ccccn2)c1 | 4 | -8 | 1 | 3 | -0.3 | -5 | 0 | -1.9 | -1.2 | nt
51 | Cc1onc(-c2c(Cl)cccc2Cl)c1C(=O)c1c[nH]c(C(=O)NC2CC2)c1 | -1 | 0 | -7 | 7 | i | -3 | -5 | -0.7 | 1.1 | nt
52 | O=C(c1ccco1)N1CCN(Cc2cc(=O)oc3cc(O)ccc23)CC1 | -6 | -228 | nt | nt | -0.4 | 2 | 6 | 0.5 | -2.3 | -0.6
53 | O=C(CSc1nnc2ccc(-c3ccncc3)nn12)Nc1ccc(F)cc1 | -15 | 8 | nt | nt | -1.2 | 9&-1 | 0 | 8.9 | 0.7 | 1.4
54 | CC(C)CN(CC(C)C)C(=O)c1cc2c(=O)n3ccccc3nc2s1 | 2 | -62 | 2 | -4 | i | -17 | -5 | 1.8 | -0.2 | 0.6
55 | Cc1nc(SCC(=O)NCC2CCCO2)[nH]c(=O)c1C (stereo unspecified) | -2 | 8 | nt | nt | 0.0 | 0&-2 | 4 | 3.6 | 0.0 | 1.8
56 | COc1ccccc1CN1CCNC(=O)C1CC(=O)NC1CCCCCC1 (stereo unspecified) | 11 | -84 | 44 | -5 | -0.6 | 7 | 0 | 0.2 | 0.4 | -0.6
57 | O=C(Nc1ccccc1)c1cc([N+](=O)[O-])ccc1NC1CCCCC1 | 1 | 16 | 14 | 8 | -1.5 | 19 | -5 | 1.1 | 3.0 | -3.4
58 | CCOc1ccc(Nc2nc(Cl)nc(NCCO)n2)cc1 | -7 | 2 | 5 | 2 | i | 4 | -3 | 0.7 | -0.1 | nt
59 | C=CCNc1nc2ccccc2nc1NS(=O)(=O)c1ccc(OC)cc1 | 5 | -29 | 7 | -3 | i | -12 | -4 | -4.5 | 0.1 | 0.2
